Bioassay records deposited in PubChem BioAssay by National Center for Advancing Translational Sciences (NCATS).
Nrf2 inh = Nrf2 pathway inhibition | Potency, µM (series often up to 46 µM), for the others: at the top dose activity change, negative = inhibition, hits mostly inhibitors | hit rate 2.1% among 360,000 | A549 ARE-Fluc reporter, luciferase luminescence, 18-24 h; note: potency is the fitted concentration of half-maximal effect; % is set by controls: 0 for no effect and ±100 for the full control effect; nearly all actives have a fitted effect of over 60% in size
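A549 ARE_Fluc cells (5000/well, 5% FBS OPTI-MEM) pre-incubated 2 h, then treated with compounds 18-24 h at 37C/5% CO2 in concentration-response. CellTiter-Fluor viability read first; BugLite luciferase luminescence after 15 min at room temperature gives Nrf2 activity.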
Mm-Cpn inhibitor = blocks the Methanococcus maripaludis chaperonin Mm-Cpn; purified Mm-Cpn ATPase, ADP Transcreener TR-FRET; Potency, µM (highest dose often 76.9 µM), for inactives: top-dose activity, negative = inhibition, usual class: inhibitors; hit rate 0.031% among 330,000; note: potency is the fitted concentration of half-maximal effect; % is set by controls: 0 for no effect and ±100 for the full control effect; nearly all actives have a fitted effect of over 80% in size
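Purified archaeal chaperonin (25 nM final) was preincubated with compound for 10 min at 37°C, then ATP (10 uM final) was added for 30 min at 37°C in Tris pH 7.4/KCl/MgCl2/DTT buffer. ADP was quantified by HTRF Transcreener TR-FRET.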
S2 tox = cell viability loss in ATXN counter-screen; AID 651635; Potency, µM (highest dose often 56.7 µM), actives largely listed as cytotoxic; S2 cells (HEK-293 line with an ATXN2-luciferase reporter) viability, CellTiter-Fluor protease fluorescence, 24 h; hit rate 0.49% among 400,000; note: potency is the fitted concentration of half-maximal effect; nearly all actives have a fitted effect of over 40% in size
A549 viability = counter-screen for Nrf2 inhibitors: cytotoxicity in A549 cells | A549 ARE-Fluc cells, CellTiter-Fluor viability, 18-24 h | Potency, µM (highest dose often 46 µM), inactives show top-dose activity change, negative = cytotoxicity, most hits filed as inhibitors | hit rate 0.16% among 390,000; note: potency is the fitted concentration of half-maximal effect; % is set by controls: 0 for no effect and ±100 for the full control effect
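Cytotoxicity counterscreen: CellTiter-Fluor fluorescence was measured in A549 ARE_Fluc cells after 18-24 h of compound exposure in a concentration series. The subsequent BugLite luminescent read reports ARE-luciferase activity.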
TGFb inhibitor = TGF-b pathway inhibition. HepG2 CAGA-GFP TGF-b/SMAD3 reporter, GFP fluorescence, 18 h; TGF-beta stimulated, 500 pg/mL final. Potency, µM (doses to about 46.1 µM), without a hit: top-dose activity, negative = inhibition, usual class: inhibitors. hit rate 1.2% among 410,000. AID 588855; note: potency is the fitted concentration of half-maximal effect; % is set by controls: 0 for no effect and ±100 for the full control effect; nearly all actives have a fitted effect of over 65% in size
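GFP signal (ex488/em500-530) from TGF-beta-stimulated HEPG2 CAGA-GFP cells, 500 pg/mL final, 18 h at 37 degrees C in DMEM plus 1% FBS, normalized to unstimulated and DMSO-stimulated controls.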
HepG2 tox = HepG2 cytotoxicity, counter-screen for TGF-b inhibitors. HepG2 CAGA-GFP viability, ATP luminescence, 18 h. Potency, µM (highest dose often 46.1 µM), for the others: at the highest dose activity change, negative = cytotoxicity, hits mostly cytotoxic. hit rate 0.76% among 410,000. AID 588856; note: potency is the fitted concentration of half-maximal effect; some results filed as inactive show a strong effect at the top dose
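HepG2 CAGA-GFP cells (1000/well, DMEM with 1% FBS) received compound, then TGF-beta at 500 pg/mL final, and were incubated 18 hours at 37 degrees C. Viability was read by CellTiter-Glo luminescence. Media-only wells were set as complete cell-killing and DMSO as no toxicity.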
Nrf2 activator = activators of Nrf2 (ARE) signaling | AREc32 ARE-luciferase reporter (MCF7-derived line), luminescence, 24 h | Potency, µM (titrated, usually from 46.1 µM), inactives show at the highest dose activation, most hits filed as activators | hit rate 0.31% among 410,000 | AID 624171; note: potency is the fitted concentration of half-maximal effect; % of control where 0% means no effect; nearly all actives have a fitted effect of over 65% in size
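ARE activation measured as luciferase luminescence (Steady-Glo, 30 min RT) in AREc32_Fluc cells after 24 hr compound exposure at 37 deg C, 5% CO2; cells seeded overnight at 1000/well in OPTI-MEM, 5% FBS.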
Akt phos inh = inhibitors of Akt phosphorylation; AID 651550; Neuro2A IGF-stimulated pAkt S473 HTRF, 20 min; hits give low values; activity change, % for hits at 50 µM; hit rate 0.32% among 360,000; in the data active = activity change below about -80%; inconclusive = mostly about -51% to -80%; note: % is set by controls: 0 for no effect and ±100 for the full control effect
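Neuro2A cells in DMEM with 0.5% FBS, overnight at 37 deg C, given compound at single 50 µM final, then IGF (6 nM final) for 20 min at 37 deg C. Lysed; phospho-Akt Ser473 by HTRF after 24 h, 665/615 ratio.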
CCT chaperon mod = changes cytosolic chaperonin activity; purified chaperonin ATPase assay, HTRF ADP detection, 30 min; activity change, % (concentration not given with the values), hits read low; hit rate 0.3% among 360,000; AID 651819; in the data active = activity change below about -30%; note: % is set by controls: 0 for no effect and ±100 for the full control effect
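TRiC at 40 or 20 nM final (batch-dependent) in 30 mM Tris pH 7.4, 100 mM KCl, 5 mM MgCl2, 1 mM DTT, with compound at single 76 uM and 10 uM ATP, 30 min at 37 deg C. ADP detected by HTRF Transcreener, 665/615 ratio.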
An asterisk follows results filed as active; i = inactive; ? = inconclusive; nt = not tested or not shown; & = joins results of further samples; [ ] = remark or other dose. Unless noted, calls come from the whole dose curve; as a rule, active = well fitted curve in the direction sought with a large enough effect; inconclusive = small, poorly fitted or top-dose-only effect, or another doubt; inactive = no such curve, though single readings can be large; an effect the other way counts as inactive or inconclusive.

smiles	Nrf2 inh	Mm-Cpn inhibitor	S2 tox	A549 viability	TGFb inhibitor	HepG2 tox	Nrf2 activator	Akt phos inh	CCT chaperon mod
COc1ccccc1CN(C)C(=O)COC(=O)c1c(C)noc1C	1%	2%	i	4%	12%	-3%	-0.5%	i	0.7
CCOc1cc(N2CCOCC2)c(OCC)cc1NC(=O)COC(=O)c1ccc(Cl)nc1	5%	2%	i	0%	8%	-14%	2.8%	i	0.0
CC(C)c1ccc(NC(=O)CCCN2C(=O)NC(C)(C)C2=O)cc1	7%	-1%	?	-1%	?	-1%	-0.5%	i	-0.3
CCCC(=O)N1CCN(Cc2ccc3c(c2)OCO3)CC1	-7%	1%	i	8%	-22%	-5%	-0.2%	i	-1.3
C=CCn1c(SCC(=O)Nc2ccc(O)cc2)nc2sc(C)c(C)c2c1=O	-5%	nt	i	1%	5%	16%	-0.4%	i	0.5
O=S(=O)(Nc1nc2ccccc2nc1Cl)c1ccc(Cl)cc1	?	-3%	nt	1%	13µM*	-43%	0.0%	i	0.6
O=C(COC(=O)C12CC3CC(CC(O)(C3)C1)C2)Nc1ccccc1OC(F)F	20%	1%	i	7%	34%[activator]	-8%	-0.4%	i	-1.8
Cc1ccc(OCCSc2nc(NC(C)C)nc(NC(C)C)n2)cc1	?	-4%	?	-18%	?	-5%	4.1%	i	-1.0
COc1ccccc1C1/C(=C(/O)c2ccc(OC(C)C)cc2)C(=O)C(=O)N1c1cc(C)on1 (stereo not drawn)	-14%	-18%	i	-4%	-14%	-13%	-0.2%	i	1.5
N#Cc1ccccc1OCC(=O)NC(=O)NC1CCS(=O)(=O)C1 (stereo not drawn)	11%	1%	i	-2%	9%	-9%	-0.2%	i	-3.7
CCCn1nc2cc(C(=O)NCc3ccc(C)cc3)ccc2c1OC	-17%	0%	i	3%	-2%	-13%	-0.4%	i	-0.9
Cc1nc2c(C)cccn2c1/C(O)=C1\C(=O)C(=O)N(CCN(C)C)C1c1ccccc1 (stereo not drawn)	7%	-5%	i	-5%	-6%	40%	3.0%	i	-1.2
O=C(NNS(=O)(=O)c1ccc2ccccc2c1)c1cccnc1	2%	0%	i	4%	-9%	-2%	-0.8%	i	0.0
COc1cc(OC)cc(-c2c(-c3cccs3)c3cc(-c4cc(OC)c(OC)c(OC)c4)ccc3n2C)c1	-11%	-23%	i	10%	1%	3%	-1.0%	i	0.5
O=C(COC(=O)c1cccc(Cl)c1)NC1CCS(=O)(=O)C1 (stereo not drawn)	2%	-1%	?	-5%	1%	-4%	0.3%	i	1.3
CC1=C(C(N)=O)C(c2ccccc2F)NC(=O)N1 (stereo not drawn)	3%	1%	i	-2%	2%	-18%	-0.8%	i	2.0
O=C(O)C1=C(C2CCCCC2)C(=O)c2ccccc21	-11%	nt	i	-8%	9%	-21%	?	i	-4.9
C#CCOC(=O)c1csc2nnsc12	1%	-1%	i	-6%	16%	11%	-0.6%	i	-1.4
N#CCc1c[nH]c2ccc([N+](=O)[O-])cc12	-10%	nt	i	-2%	3%	-3%	-0.2%	i	0.8
Cc1cccc(C(C)C)c1NC(=O)COC(=O)CCC(=O)N(CC(C)C)c1c(N)n(CC(C)C)c(=O)[nH]c1=O	nt	nt	i	nt	5%	0%	-1.8%	i	-0.4
CCc1cc2c(N[C@@H](C)C(=O)O)ncnc2s1	9%	1%	i	-3%	13%	13%	0.1%	i	0.1
CCOC(=O)CNC(=O)CSc1ccc(-c2nc3ccccc3[nH]2)cn1	7%	2%	i	9%	-8%	-26%	0.2%	i	-1.9
CCCCOc1ccc2ccccc2c1C=O	-5%	-5%	i	-4%	12%	-25%	0.2%	i	-1.6
CC(C)c1ccc(C(C)NC(=S)NC2CCCCC2)cc1 (stereo not drawn)	18µM*	-4%	i	9%	?	-17%	-0.2%	i	-1.5
COc1cccc(CC(=O)Nc2ccccc2N2CCCC2)c1	-2%	0%	i	7%	-3%	7%	0.5%	i	0.9
N#C/C(=C\c1ccccc1[N+](=O)[O-])c1nc(C2CC2)cs1	?	0%	i	-4%	?	-36%	10µM*	i	-5.2
COc1ccc(CN(Cc2cccn2C)S(=O)(=O)c2ccccc2)cc1	-5%	0%	i	1%	-24%	1%	0.5%	i	-0.6
O=C(CN1C(=O)c2ccccc2C1=O)NCC(=O)OCC(=O)c1ccc(Br)cc1	-8%	0%	i	1%	-2%	-7%	-0.4%	i	2.4
CC(=O)Nc1ccc(S(=O)(=O)N(C)CC(=O)N/N=C/c2ccc(C(=O)O)cc2)cc1	4%	2%	?	2%	21%	-2%	0.4%	i	1.0
CCNC(=O)COc1ccc(OCc2ccccc2)cc1	?	0%	i	5%	8%	9%	-0.2%	i	-0.6

Fetched by compound from the list above (2):
smiles	Nrf2 inh	Mm-Cpn inhibitor	S2 tox	A549 viability	TGFb inhibitor	HepG2 tox	Nrf2 activator	Akt phos inh	CCT chaperon mod
N#CCc1c[nH]c2ccc([N+](=O)[O-])cc12	-10%	nt	i	-2%	3%	-3%	-0.2%	i	0.8
CCOC(=O)CNC(=O)CSc1ccc(-c2nc3ccccc3[nH]2)cn1	7%	2%	i	9%	-8%	-26%	0.2%	i	-1.9

More entries.
smiles	Nrf2 inh	Mm-Cpn inhibitor	S2 tox	A549 viability	TGFb inhibitor	HepG2 tox	Nrf2 activator	Akt phos inh	CCT chaperon mod
COc1ccccc1NS(=O)(=O)c1ccc(C)c(C(=O)N2CCCC2)c1	-2%	1%	i	-11%	-1%	-7%	-0.5%	i	0.6
COc1cc(-c2noc(-c3cc(C)[nH]n3)n2)cc(OC)c1OC	?	nt	nt	20%	3%	-22%	15%	nt	nt
COc1ccccc1NC(=O)C1CCN(S(=O)(=O)c2ccc3c(c2)NC(=O)CO3)CC1	6%	-1%	i	2%	1%	11%	0.2%	i	-3.6
CS(=O)(=O)Nc1cccc(NC(=O)C2Cc3c(-c4cccc(F)c4)ccnc3O2)c1 (stereo not drawn)	nt	nt	?	nt	-14%	-65%	0.6%	i	-0.2
O=C(Cc1ccc(Cl)c(Cl)c1)NNC(=S)NCC1CCCO1 (stereo not drawn)	-5%	1%	i	9%	-6%	-46%	-0.8%	i	-2.2
Cc1cc(Br)ccc1NC(=O)CN(C)C(=O)c1ccc2ccccc2n1	?	-2%	i	-8%	-14%	-16%	4.3%	i	0.1
CC(C)(C)C(=O)Oc1cccc(Nc2ncnc3ccccc23)c1	9%	-3%	i	-3%	4%	5%	-0.4%[9.22 µM]	i	-7.3
COc1cccc(-n2c(Cc3cc(=O)[nH]c(=O)[nH]3)nnc2SCC(=O)Nc2ccccc2)c1	9%	-1%	i	-1%	5%	-37%	-0.6%	i	-2.9
Cc1c(Cl)cccc1NC(=O)CCC(=O)N/N=C/c1ccc[nH]1	18µM*	2%	?	?	-9%	-6%	0.3%	i	-2.9
CCOC(=O)Cc1csc(N(C)C)n1	11%	0%	i	-2%	9%	5%	-1.1%	i	0.6
Cc1cc(C)cc(N(C(=O)CNS(=O)(=O)c2ccccc2)C(C(=O)NCc2ccccc2)c2ccc(C)o2)c1 (stereo not drawn)	1%	1%	i	5%	4%	-3%	-0.1%	i	-0.8
S=C(Nc1ccccc1)Nc1ccccc1-n1cccc1	?	-10%	i	0%	-6%	-17%	5.1%	i	0.7
O=C(CNC(c1ccccc1)c1ccccc1)Nc1ccc(F)cc1	1%	1%	i	0%	5%	17%	-0.3%	i	0.0
Cn1ncc2c(c(SCc3ccc(Cl)cc3Cl)nn2C)c1=O	?	3%	i	0%	13%	-3%	-0.7%	i	1.3
O=C(Cc1ccccc1)NNC(=O)Cc1ccccc1	5%	-6%[15.4 µM]	i	12%	1%	-9%	0.1%	i	-4.9
Cc1ccccc1NS(=O)(=O)c1nnc(NC(=O)c2ccccc2C)s1	?	-4%	nt	2%&14%	1%&9%	-11%&-25%	-0.1%&0.0%	i	0.6
O=C(CNC1CCCCC1)Nc1cccc(C(F)(F)F)c1	1%	1%	?	-10%	0%	8%	1.8%	i	-1.3
CC(=O)Nc1ccccc1OCC(=O)NC(C)c1ccccc1 (stereo not drawn)	-15%	-2%	i	-6%	5%	-18%	2.5%	i	0.0
CCc1ccccc1Oc1ccc(S(=O)(=O)N2CCN(C)CC2)cn1	?	-1%	i	4%	11%	-2%	3.5%	i	1.3
CCN(CC(=O)Nc1cccc(OC)c1)C(=O)C1CC(=O)N(Cc2ccccc2Cl)C1 (stereo not drawn)	nt	nt	i	nt	1%	-70%	2.6%	i	0.0
Cc1cc(C(=O)CSc2nc(N)cc(N)n2)c(C)n1-c1cccc(F)c1	-8%	-14%	i	2%	-1%	-1%	4.2%	i	-0.9
C[C@@H]1CN([C@@H](C)CO)C(=O)CCCn2nncc2CO[C@@H]1CN(C)S(=O)(=O)c1ccc(C#N)cc1	nt	nt	i	nt	18%	0%	-0.4%	i	0.4
NC(=S)N/N=C/c1ccc([N+](=O)[O-])cc1	-8%	-4%	i	-5%	-24%	-1%	-0.6%	i	-7.8
